Screening data deposited in PubChem BioAssay by Sanford-Burnham Center for Chemical Genomics.
TAG inh: inhibitors of triacylglycerol accumulation, primary screen, cell-based, uHTS, fluorescence, H9c2 | 230,000 compounds, 0.66% hits | inhibition, % at 12.5 µM | H9c2 cells, Nile Red lipid (TAG) fluorescence; cells loaded with 200 µM oleic acid;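 active = pattern-corrected inhibition of lipid staining of at least 50% with the nuclear-stain viability signal not falling by more than 50%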;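 also: 0% = DMSO wells and 100% = triacsin C control wells; some results filed as inactive read as strong as hits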
TAG inh DAPI viability: second read-out of TAG inh, no call of its own (marks repeat the call); DAPI nuclei signal change (viability), lower = more cytotoxic, %;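 whole-well DAPI fluorescence read on a plate reader as a viability signal; minus 50 percent equals half of cells still viable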
An asterisk follows results filed as active.

What do the screens show for `CC(C)(C)c1ccc(OCC(=O)NNC(=S)NC(=O)c2ccco2)c(Br)c1`?
TAG inh: 1; TAG inh DAPI viability: 4

Results for CCCn1c(=O)c(C(=O)NCc2ccccc2OC)c(O)c2ccccc21 ?
TAG inh: -12; TAG inh DAPI viability: 2

Results for Cc1ccc(C(=O)CSC2=C(C#N)C(c3ccco3)CC(=O)N2)c(C)c1 (stereo unspecified) ?
TAG inh: -16; TAG inh DAPI viability: 4

Results for O=C(c1ccccc1)N1CCCc2ccccc21 ?
TAG inh: -2; TAG inh DAPI viability: 0

How did CC(C)(Cc1ccc(O)cc1)NC(=O)CC(=O)N=Nc1c(O)[nH]c2ccc(Br)cc12 do in these assays?
TAG inh: 13; TAG inh DAPI viability: -6

What do the screens show for `CCOc1ccc(OCCC(=O)OCC(=O)NCCc2ccc(S(N)(=O)=O)cc2)cc1`?
TAG inh: -1; TAG inh DAPI viability: -2

Results for CN1CCCC(OC(=O)/C(C#N)=C/c2ccccc2)C1 (stereo unspecified) ?
TAG inh: 4; TAG inh DAPI viability: 3

How did Cc1cc(-c2ccc(Cl)cc2)oc(=O)c1NC(=O)c1ccccc1 do in these assays?
TAG inh: 4; TAG inh DAPI viability: -5

What do the screens show for `CCOc1ccc(OCCC(=O)OCC(=O)N2CCN(S(=O)(=O)c3ccc(C)cc3C)CC2)cc1`?
TAG inh: -17; TAG inh DAPI viability: 4

Results for CCOC(=O)C1=CNS(=O)(=O)NC1c1ccc(C(F)(F)F)cc1 (stereo unspecified) ?
TAG inh: -9; TAG inh DAPI viability: 4

How did CC(C)(C)n1nc2c(c1NC(=O)c1cccc(C(F)(F)F)c1)CS(=O)C2 (stereo unspecified) do in these assays?
TAG inh: -16; TAG inh DAPI viability: 1

Results for CCOc1ccc(C2Nc3ccccc3C(CC)(CC)O2)cc1 (stereo unspecified) ?
TAG inh: 5; TAG inh DAPI viability: 1

4 entries drawn at random from those above, as already listed:
What do the screens show for `CCOc1ccc(OCCC(=O)OCC(=O)N2CCN(S(=O)(=O)c3ccc(C)cc3C)CC2)cc1`?
TAG inh: -17; TAG inh DAPI viability: 4

Results for CN1CCCC(OC(=O)/C(C#N)=C/c2ccccc2)C1 (stereo unspecified) ?
TAG inh: 4; TAG inh DAPI viability: 3

Results for CCOc1ccc(C2Nc3ccccc3C(CC)(CC)O2)cc1 (stereo unspecified) ?
TAG inh: 5; TAG inh DAPI viability: 1

Results for Cc1ccc(C(=O)CSC2=C(C#N)C(c3ccco3)CC(=O)N2)c(C)c1 (stereo unspecified) ?
TAG inh: -16; TAG inh DAPI viability: 4

Following part.
Results for Cc1cccc(-n2c(N)c(-c3nc4ccccc4n3C)c3nc4ccccc4nc32)c1 ?
TAG inh: 20; TAG inh DAPI viability: inactive

Results for COC(=O)C1=C(C)N=C2SC(C)C(=O)N2C1c1ccc(C(=O)OC)cc1 (stereo unspecified) ?
TAG inh: 8; TAG inh DAPI viability: -22

Results for COCCCn1c(=O)cc(C)[nH]c1=S ?
TAG inh: -4; TAG inh DAPI viability: 1

How did COc1ccc(Cl)cc1NC(=O)CN(C)CC(=O)NC(C)c1ccccc1 (stereo unspecified) do in these assays?
TAG inh: -8; TAG inh DAPI viability: 7

Results for O=C(Cc1ccc(Cl)cc1)N1CCOCC1 ?
TAG inh: -2; TAG inh DAPI viability: 0

How did Cc1cc(C)n(/N=C/c2ccc(C(C)C)cc2)c(=O)c1C#N do in these assays?
TAG inh: -6; TAG inh DAPI viability: 1

Results for Cc1ccc(NC(=O)CNCC2CCCCC2)cc1S(=O)(=O)N(C)C ?
TAG inh: 0; TAG inh DAPI viability: 6

How did COC(=O)CSc1cc(SCC(=O)OC)c(C#N)c(SCC(=O)OC)c1 do in these assays?
TAG inh: 4; TAG inh DAPI viability: -3

What do the screens show for `Cc1occc1-c1nnc(SCC(=O)Nc2nccs2)n1Cc1ccco1`?
TAG inh: -3; TAG inh DAPI viability: -4

How did NC(=O)c1cc2ccccc2o/c1=N\NC(=O)c1ccncc1 do in these assays?
TAG inh: 31; TAG inh DAPI viability: -32

What do the screens show for `COc1cccc(C(=O)N2CCC(CCC(=O)Nc3cccc(C)c3)CC2)c1`?
TAG inh: -2; TAG inh DAPI viability: -3

Results for CC(C)[C@H](NC(=O)c1ccc(Cl)cc1Cl)C(=O)OCc1nc2ccsc2c(=O)[nH]1 ?
TAG inh: 0; TAG inh DAPI viability: -4

Results for Cc1noc(C)c1COc1ccc(C(=O)OCC(=O)NC2CCCCC2C)cc1 (stereo unspecified) ?
TAG inh: 17; TAG inh DAPI viability: 2

Results for COC(=O)c1ccc(N/C=C/C(=O)c2ccccc2)cc1 ?
TAG inh: -14; TAG inh DAPI viability: 1

How did CSc1ccc(S(=O)(=O)NCC(=O)OCC(=O)NCCc2ccccc2)cc1[N+](=O)[O-] do in these assays?
TAG inh: -9; TAG inh DAPI viability: -3

Results for O=C(Nc1ccc(Cl)cc1)OCCn1nnnc1C(c1ccccc1Cl)N1CCOCC1 (stereo unspecified) ?
TAG inh: 21; TAG inh DAPI viability: -9

How did CN(CCC#N)C(=S)Nc1ccc(F)cc1 do in these assays?
TAG inh: 1; TAG inh DAPI viability: 6

Results for CCc1ccc(OCC(=O)NC(=S)Nc2ccc(C(=O)O)cc2)cc1 ?
TAG inh: 7; TAG inh DAPI viability: -9

How did CCCCS(=O)CC(CS(=O)CCCC)OC(=O)c1ccc(C)cc1 (stereo unspecified) do in these assays?
TAG inh: -7; TAG inh DAPI viability: -11

How did Clc1ccc(SCc2cc(-c3ccc(Cl)cc3)on2)cc1 do in these assays?
TAG inh: -13; TAG inh DAPI viability: 13

What do the screens show for `Cc1cccc(CCNC(=O)CCc2c(C)nc3ncnn3c2C)c1`?
TAG inh: -9; TAG inh DAPI viability: -3

How did Cc1cc(NC(=O)c2ccc(C)o2)no1 do in these assays?
TAG inh: -6; TAG inh DAPI viability: 1

Results for O=C(Nc1ccc(C(=O)O)cc1)/C(=C\c1ccccc1)NC(=O)c1ccc(Br)cc1 ?
TAG inh: 12; TAG inh DAPI viability: 4

How did COc1cc(/C=C2\SC(=S)N(CCCCC(=O)O)C2=O)ccc1OS(=O)(=O)c1ccc(C)cc1 do in these assays?
TAG inh: 4; TAG inh DAPI viability: -5

How did CC(C)CN(C(=O)C1CCCCC1)C1CCS(=O)(=O)C1 (stereo unspecified) do in these assays?
TAG inh: -2; TAG inh DAPI viability: 8

How did CCc1ccc(N2CC(C(=O)NNC(=O)c3ccc(F)cc3)CC2=O)cc1 (stereo unspecified) do in these assays?
TAG inh: -1; TAG inh DAPI viability: 1

Results for CCOc1cc(N2CCOCC2)c(OCC)cc1NC(=O)Cn1[nH]c(=O)c2ccccc2c1=O ?
TAG inh: 42; TAG inh DAPI viability: 4

What do the screens show for `Cc1nn(-c2ccccc2)c(Cl)c1/C=C(/CC(=O)O)c1nc2ccccc2s1`?
TAG inh: 1; TAG inh DAPI viability: 1

Results for Cc1cccc(-n2c(C)n[nH]c2=S)c1C ?
TAG inh: -3; TAG inh DAPI viability: -7

How did CCOC(=O)C(NC(C)=O)(Nc1ccc(S(=O)(=O)Nc2ccncn2)cc1)C(F)(F)F (stereo unspecified) do in these assays?
TAG inh: 0; TAG inh DAPI viability: -3

What do the screens show for `O=C(Cn1c(=O)cnc2ccccc21)NNC(=O)c1ccc(Cl)cc1`?
TAG inh: 25; TAG inh DAPI viability: -3

How did Cc1ccc2cc(C=O)c(Cl)nc2c1 do in these assays?
TAG inh: 0; TAG inh DAPI viability: 0

What do the screens show for `O=C(/C=C/c1ccccc1)N(Cc1cccc(Cl)c1)C1CCS(=O)(=O)C1` (stereo unspecified)?
TAG inh: 2; TAG inh DAPI viability: 0

What do the screens show for `CCN(CC)CCOc1nc(C)nc2c1oc1ccccc12`?
TAG inh: 6; TAG inh DAPI viability: 3

Results for C=CCN1C(=O)C(CC(=O)Nc2ccc(OCC)cc2)N(Cc2ccccn2)C1=S (stereo unspecified) ?
TAG inh: -2; TAG inh DAPI viability: 2

What do the screens show for `CN(C)C(=O)COC(=O)/C=C/c1ccccc1[N+](=O)[O-]`?
TAG inh: -11; TAG inh DAPI viability: -6

How did CCCCNC(=O)CSc1nc(COc2ccccc2)nc2ccccc12 do in these assays?
TAG inh: -33; TAG inh DAPI viability: -8

Results for Nc1ccccc1Nc1ccccc1 ?
TAG inh: 29; TAG inh DAPI viability: -19

How did Cc1ccc(/C=N/OC(=O)c2c(C)noc2-c2snnc2C)cc1 do in these assays?
TAG inh: 2; TAG inh DAPI viability: -5

How did O=c1c(-c2ccc3c(c2)OCCO3)c(C(F)(F)F)oc2cc(O)cc(O)c12 do in these assays?
TAG inh: -24; TAG inh DAPI viability: -1

What do the screens show for `Cc1cc(N2CCCC2=O)cc(C)c1S(=O)(=O)NCCOc1ccc(C(C)(C)C)cc1`?
TAG inh: -44; TAG inh DAPI viability: 3

What do the screens show for `Cc1ccc(NC(=O)COc2ccccc2)cc1S(=O)(=O)N1CCCCC1`?
TAG inh: -3; TAG inh DAPI viability: -9

How did Cc1cc(=O)[nH]c(SCC(=O)Nc2ccc(F)c([N+](=O)[O-])c2)n1 do in these assays?
TAG inh: 2; TAG inh DAPI viability: -2

What do the screens show for `COc1ccc(-n2c(=O)c3ccccc3n(CC(=O)NC3CCCC3)c2=O)cc1`?
TAG inh: -7; TAG inh DAPI viability: -3

What do the screens show for `Cc1csc(SCC(=O)NC(C)c2ccc(F)cc2)n1` (stereo unspecified)?
TAG inh: -4; TAG inh DAPI viability: -4

How did CCOC(=O)N1CCN(C(=O)C2CCN(S(=O)(=O)c3ccc(OC)cc3)CC2)CC1 do in these assays?
TAG inh: -7; TAG inh DAPI viability: 0

What do the screens show for `C=CCn1c(C(C)(C)C)nc2ccccc21`?
TAG inh: -6; TAG inh DAPI viability: -5

How did CCOC(=O)c1sc(=NC(=O)c2ccccc2)n(C)c1C do in these assays?
TAG inh: -1; TAG inh DAPI viability: 0

How did COc1ccc(NC(=O)c2oc3cc(C)c(C)cc3c2C)c(OC)c1 do in these assays?
TAG inh: -13; TAG inh DAPI viability: 15

How did CC(CCc1ccccc1)NC(=O)CSc1ccccc1 (stereo unspecified) do in these assays?
TAG inh: -1; TAG inh DAPI viability: 1

How did CC(C)CCn1nnnc1C(c1ccc(F)cc1)N1CCN(C(=O)c2ccco2)CC1 (stereo unspecified) do in these assays?
TAG inh: -25; TAG inh DAPI viability: -8

How did Cc1ccc(S(=O)(=O)CCC(=O)OCc2nnc(-c3ccccc3Br)o2)cc1 do in these assays?
TAG inh: -3; TAG inh DAPI viability: 11

Results for CCN(CC)S(=O)(=O)c1ccc(N2CCOCC2)c(NC(=O)c2[nH]c(C)c(C(C)=O)c2C)c1 ?
TAG inh: 69*; TAG inh DAPI viability: -3.1*

How did O=C(C1=C[C@@H](c2ccc(Br)cc2)C[C@@H](OCCCCO)O1)N1CCN(Cc2ccccc2)CC1 do in these assays?
TAG inh: -16; TAG inh DAPI viability: 0

Results for COc1ccccc1-c1nnc(SCCN2CCOCC2)n1-c1ccc(C)cc1 ?
TAG inh: 15; TAG inh DAPI viability: -10

What do the screens show for `O=C(CNS(=O)(=O)/C=C/c1ccccc1)OC1CCOC1=O` (stereo unspecified)?
TAG inh: -2; TAG inh DAPI viability: -9

Results for CCc1nc2c(OCc3ccccc3)cccn2c1N(C)C(=O)c1ccco1 ?
TAG inh: 0; TAG inh DAPI viability: -8

How did COc1cccc2sc(NN)nc12 do in these assays?
TAG inh: 20; TAG inh DAPI viability: -1

What do the screens show for `Nc1cc(C(=O)c2ccccc2)ccc1N1CCOCC1`?
TAG inh: -8; TAG inh DAPI viability: -6

Results for CCCC1SCC(C)(C)NC1=O (stereo unspecified) ?
TAG inh: -1; TAG inh DAPI viability: 10

Ordered by number of heavy atoms (highest first): part of the list above
Results for Cc1cccc(-n2c(N)c(-c3nc4ccccc4n3C)c3nc4ccccc4nc32)c1 ?
TAG inh: 20; TAG inh DAPI viability: inactive

How did CCOC(=O)N1CCN(C(=O)C2CCN(S(=O)(=O)c3ccc(OC)cc3)CC2)CC1 do in these assays?
TAG inh: -7; TAG inh DAPI viability: 0

How did COC(=O)CSc1cc(SCC(=O)OC)c(C#N)c(SCC(=O)OC)c1 do in these assays?
TAG inh: 4; TAG inh DAPI viability: -3

More results.
What do the screens show for `COc1cccc(C2=CC(c3cc(OC)ccc3OC)n3nnnc3N2)c1` (stereo unspecified)?
TAG inh: -15; TAG inh DAPI viability: 1

What do the screens show for `CCOC(=O)C1(C)CCN1C(=O)c1ccc(C#N)cc1` (stereo unspecified)?
TAG inh: 5; TAG inh DAPI viability: 1

How did Cc1ccccc1NC(=O)c1ccccc1 do in these assays?
TAG inh: 0; TAG inh DAPI viability: -3

What do the screens show for `NC(=NCCc1c[nH]c2ccccc12)NS(=O)(=O)c1ccc(F)cc1`?
TAG inh: -14; TAG inh DAPI viability: 0

How did O=C(O)c1ccccc1-c1ccccc1C(=O)Nc1cccc(Br)c1 do in these assays?
TAG inh: 5; TAG inh DAPI viability: -7

What do the screens show for `O=C(NNC(=O)c1cc(-c2ccncc2)nc2ccccc12)c1cccc(Cl)c1`?
TAG inh: 2; TAG inh DAPI viability: -2

How did COc1ccc([N+](=O)[O-])cc1NCC(=O)Nc1cccc(S(=O)(=O)N2CCCC2)c1 do in these assays?
TAG inh: -29; TAG inh DAPI viability: 2

Results for O=C(COc1ccccc1C(=O)Nc1ccccc1)c1ccc(F)cc1 ?
TAG inh: -11; TAG inh DAPI viability: 3

Results for O=C1N[C@@H](Cc2ccccc2)C(=O)N2CCC[C@@H]12 ?
TAG inh: 4; TAG inh DAPI viability: -6

How did O=C(NCCc1csc(-c2cccnc2)n1)c1cccc2ccccc12 do in these assays?
TAG inh: -4; TAG inh DAPI viability: -9

Not all compounds are listed, so the mix of outcomes need not match the whole.
